From PubChem
FEN1 inhibitor: blocks human flap endonuclease 1. P39748. Recombinant FEN1 flap cleavage, fluorescence, 15 min. Potency, µM (highest dose often 114 µM), inactives show at the highest dose activity change, negative = inhibition, most hits filed as inhibitors. hit rate 0.35% among 390,000; further: nearly all actives have a fitted effect of over 65% in size
Target sequence (P39748 whole entry, looked up): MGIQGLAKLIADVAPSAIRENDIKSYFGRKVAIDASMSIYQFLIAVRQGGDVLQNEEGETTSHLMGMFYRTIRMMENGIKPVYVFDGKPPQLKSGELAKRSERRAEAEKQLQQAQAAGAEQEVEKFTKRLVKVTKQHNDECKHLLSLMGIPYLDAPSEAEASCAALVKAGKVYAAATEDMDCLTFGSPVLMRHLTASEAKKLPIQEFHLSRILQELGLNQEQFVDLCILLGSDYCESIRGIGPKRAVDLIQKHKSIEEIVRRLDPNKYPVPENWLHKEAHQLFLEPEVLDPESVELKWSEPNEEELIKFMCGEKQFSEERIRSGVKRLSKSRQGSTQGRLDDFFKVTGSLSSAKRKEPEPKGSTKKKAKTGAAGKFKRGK
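FEN1 at 10 nM preincubated with compounds 15 min at room temperature, then flap DNA substrate added at 50 nM final. Signal read at 0 and 15 min; concentration-response fitted with four-parameter Hill equation.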
GCN5L2 inh: GCN5L2 (KAT2A) acetyltransferase inhibition; GCN5L2 HAT assay, ThioGlo1 CoA-SH fluorescence; Potency, µM (titrated, usually from 58.9 µM), inactives show at the highest dose activity change, negative = inhibition, most hits filed as inhibitors; Q92830; hit rate 0.21% among 390,000
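Titration-based screen in which CoA formation is detected via maleimide probe ThioGlo1 (50uM) turning fluorescent on thiol reaction; substrates H3(1-25) 75uM and acetyl-CoA 70uM, GCN5L2 20nM, 20 min incubation at room temperature.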
DT40 TDP1 CPT: DT40-hTDP1 cell growth loss with CPT; chicken DT40 Tdp1-/-;hTDP1 cells + 20 nM CPT, ATP luminescence, 48 h; hit rate 12% among 420,000; Potency, µM (highest dose often 46.2 µM), without a hit: at the top dose activity change, negative = growth inhibition, hits mostly inhibitors; further: nearly all actives have a fitted effect of over 55% in size
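Chicken DT40 Tdp1-/- cells complemented with human TDP1, 400 cells/well, exposed to compounds plus 20 nM camptothecin for at least 48 h at 37 C; viability read as ATP content by CellTiter-Glo luminescence.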
* = called active by the depositor; ? = inconclusive; / = not tested or not shown; & = joins results of further samples; [ ] = remark or other dose. The call rests on the fitted dose curve; in most records, active means well fitted curve in the direction sought with a large enough effect; inconclusive means small, poorly fitted or top-dose-only effect, or another doubt; inactive means no such curve, though single readings can be large; an effect the other way counts as inactive or inconclusive. On the % scale 0 is the no-effect control and ±100 the full control effect; potency means the concentration at half of the fitted maximal effect.

SMILES	FEN1 inhibitor	GCN5L2 inh	DT40 TDP1 CPT
CC1Cc2ccccc2N1C(=O)COC(=O)c1ccc(O)cc1 (configuration not stated)	-5%	-3%	-8%
CCOc1cc(/C=N\NC(=O)Cn2nc([N+](=O)[O-])cc2C)ccc1OCc1cccc2ccccc12	-1%	-20%[0.501 µM]	?
Cc1ccc(NC(=O)C(C)Sc2nc(=O)cc(N)n2-c2ccccc2)cc1 (configuration not stated)	-7%&-4%	0%&-4%	2%&-8%
O=C(CSc1ccccn1)c1ccc(F)cc1	-16%	-4%	-14%
Cc1cc(C)cc(N(CCC(=O)Nc2nnc(C)s2)S(=O)(=O)c2ccc(Cl)cc2)c1	-11%	0%	?
Cc1ccc(S(=O)(=O)N2CCc3cc(C(=O)Nc4ccc(Cl)cc4C)ccc32)cc1	16%	-3%	-8%
N/C(=N\OC(=O)C1CCCCC1)c1ccncc1	1%	0%	25%
N#C/C(=N\Nc1cccc2ccccc12)c1nnc2n1CCCCC2	-6%	-13%	?
COc1cccc(Nc2nnc(Cc3cccnc3)c3ccccc23)c1	-15%	-10%	23%
COc1cccc(C(=O)Nc2cc(S(=O)(=O)N3CCCCC3)ccc2OC)c1	-4%	2%	?
O=C(Cc1ccc(Cl)cc1)NCCS(=O)c1ccc(Cl)cc1 (configuration not stated)	10%	-3%	-26%
CCN(C(=O)CSc1nc2n[nH]c(C)c2c(=N)n1-c1cccc(OC)c1)c1cccc(C)c1	-21%	-10%	23µM*
Cc1nn2c(=O)cc(CSCC(=O)Nc3ccccc3F)nc2s1	-2%	?	-2%
N#Cc1c(NC(=S)NC(=O)C2CCCC2)sc2c1CCCCC2	-11%	-11%	?
O=c1c2sc3ccccc3c2n(Cc2ccccc2F)c(=O)n1CCc1ccccc1	2%	0%	-7%
CCc1cc(CNC(=O)C2CCC(=O)N(CCc3cccc(F)c3)C2)on1 (configuration not stated)	-4%	-16%	-11%
COc1ccc(OC)c(S(=O)(=O)N2CCC(C(=O)NCC3CCCO3)CC2)c1 (configuration not stated)	-2%	?	-14%
Cn1c(=O)n(C)c2cc(/C=N/NC(=O)c3cccc(Br)c3)ccc21	-12%	-2%	-6%
COc1ccc(NC(=O)c2cc(C3CC3)nc3c2c(C)nn3-c2ccc(C)cc2)cc1OC	6%	6%	?
COc1ccc(CN(C)S(=O)(=O)c2nnc(NC(=O)c3cccc(OC)c3)s2)cc1	2%	-9%	-7%
COc1ccccc1N(CC(=O)NC1CCCCC1)C(=O)CCC(=O)Nc1ccccn1	4%	1%	-13%
Cc1nc2ccccc2c2oc(C(=O)Nc3ccc(C(C)C)cc3)cc12	-16%	-16%	?
CC(=O)Nc1ccc(NC(=O)COC(=O)c2ccccc2SCC(=O)N2CCCC2)cc1	1%	-23%	-21%
CN(CCC#N)C(=O)CSc1nnc(-c2ccco2)n1N	6%	-3%	8%
CC(C)(C)C1CCC2(CC1)C(C#N)=C(SCC(=O)Nc1ccccc1)NC(=O)C2C#N (configuration not stated)	-17%	-9%	16µM*
COc1ccccc1C1=NC(c2ccc(F)cc2)N=C1C (configuration not stated)	1%	-10%	-10%
O=C(CN1C(=O)CCn2nc(-c3ccccc3)cc21)NCc1ccccc1	5%	6%	-2%
Cc1ccc(NC(=O)COC(=O)CCc2nc3ccccc3n2-c2ccccc2)c(C)c1	5%	1%	-4%
c1ccc(-n2ncc3c2ncn2nc(CSc4nc5ccccc5s4)nc32)cc1	7%	-5%	?
CCOc1ccccc1N1C(=O)c2ccccc2N/C1=C\N1CCN(C(=O)c2ccco2)CC1	-3%	/	-23%
Oc1c(Cl)cc(Oc2cc(Cl)c(O)c(CN3CCOCC3)c2)cc1CN1CCOCC1	-18%	/	2%
CNC(=O)c1c(Cl)cnn1-c1ccc(C)cc1	-3%	-5%	9%
CCOc1ccc(NC(=O)N2CCC(CN3CCC(C)CC3)CC2)cc1	6%	-5%	21%
CCC(c1nnnn1Cc1cccs1)N1CCN(C2CCCC2)CC1 (configuration not stated)	-2%	5%	-18%
CN1C2C(Br)CCCCN2c2ccc(F)cc2S1(=O)=O (configuration not stated)	-4%	0%	-4%
COc1cccc(CNC(=O)Nc2cn(CC(C)C)c(=O)c3ccccc23)c1	1%	24%	-24%
CCCCNc1nc2c(c(=O)n(C)c(=O)n2C)n1Cc1cccc(OC)c1	-18%	-4%	2.9µM*
CC(C)(C)C1=C(C#N)C(c2cccnc2)C(C#N)=C(N)O1 (configuration not stated)	2%	-6%	?
O=C1Cc2cc(S(=O)(=O)N3CCCCC3)cc3c2N1CCC3	2%	-7%	-1%
CN(c1ccccc1N(C)S(=O)(=O)c1ccccc1)S(=O)(=O)c1ccccc1	-6%	/	3%

Reformatted with values under each structure: entries from further up.
Order of values – FEN1 inhibitor | GCN5L2 inh | DT40 TDP1 CPT
- O=c1c2sc3ccccc3c2n(Cc2ccccc2F)c(=O)n1CCc1ccccc1
    2% | 0% | -7%
- CCc1cc(CNC(=O)C2CCC(=O)N(CCc3cccc(F)c3)C2)on1 (configuration not stated)
    -4% | -16% | -11%
- COc1ccc(OC)c(S(=O)(=O)N2CCC(C(=O)NCC3CCCO3)CC2)c1 (configuration not stated)
    -2% | ? | -14%
- Cn1c(=O)n(C)c2cc(/C=N/NC(=O)c3cccc(Br)c3)ccc21
    -12% | -2% | -6%
- COc1ccc(NC(=O)c2cc(C3CC3)nc3c2c(C)nn3-c2ccc(C)cc2)cc1OC
    6% | 6% | ?
- COc1ccc(CN(C)S(=O)(=O)c2nnc(NC(=O)c3cccc(OC)c3)s2)cc1
    2% | -9% | -7%
- COc1ccccc1N(CC(=O)NC1CCCCC1)C(=O)CCC(=O)Nc1ccccn1
    4% | 1% | -13%
- Cc1nc2ccccc2c2oc(C(=O)Nc3ccc(C(C)C)cc3)cc12
    -16% | -16% | ?
- CC(=O)Nc1ccc(NC(=O)COC(=O)c2ccccc2SCC(=O)N2CCCC2)cc1
    1% | -23% | -21%
- CN(CCC#N)C(=O)CSc1nnc(-c2ccco2)n1N
    6% | -3% | 8%
- CC(C)(C)C1CCC2(CC1)C(C#N)=C(SCC(=O)Nc1ccccc1)NC(=O)C2C#N (configuration not stated)
    -17% | -9% | 16µM*
- COc1ccccc1C1=NC(c2ccc(F)cc2)N=C1C (configuration not stated)
    1% | -10% | -10%
- O=C(CN1C(=O)CCn2nc(-c3ccccc3)cc21)NCc1ccccc1
    5% | 6% | -2%
- Cc1ccc(NC(=O)COC(=O)CCc2nc3ccccc3n2-c2ccccc2)c(C)c1
    5% | 1% | -4%
- c1ccc(-n2ncc3c2ncn2nc(CSc4nc5ccccc5s4)nc32)cc1
    7% | -5% | ?
- CCOc1ccccc1N1C(=O)c2ccccc2N/C1=C\N1CCN(C(=O)c2ccco2)CC1
    -3% | / | -23%
- Oc1c(Cl)cc(Oc2cc(Cl)c(O)c(CN3CCOCC3)c2)cc1CN1CCOCC1
    -18% | / | 2%
- CNC(=O)c1c(Cl)cnn1-c1ccc(C)cc1
    -3% | -5% | 9%
- CCOc1ccc(NC(=O)N2CCC(CN3CCC(C)CC3)CC2)cc1
    6% | -5% | 21%
- CCC(c1nnnn1Cc1cccs1)N1CCN(C2CCCC2)CC1 (configuration not stated)
    -2% | 5% | -18%
- CN1C2C(Br)CCCCN2c2ccc(F)cc2S1(=O)=O (configuration not stated)
    -4% | 0% | -4%
- COc1cccc(CNC(=O)Nc2cn(CC(C)C)c(=O)c3ccccc23)c1
    1% | 24% | -24%
- CCCCNc1nc2c(c(=O)n(C)c(=O)n2C)n1Cc1cccc(OC)c1
    -18% | -4% | 2.9µM*

Two entries drawn at random from the list so far, as already listed:
SMILES	FEN1 inhibitor	GCN5L2 inh	DT40 TDP1 CPT
CCOc1ccc(NC(=O)N2CCC(CN3CCC(C)CC3)CC2)cc1	6%	-5%	21%
CC(=O)Nc1ccc(NC(=O)COC(=O)c2ccccc2SCC(=O)N2CCCC2)cc1	1%	-23%	-21%

(continued)
SMILES	FEN1 inhibitor	GCN5L2 inh	DT40 TDP1 CPT
Cc1nccc2[nH]c(=O)c(C(=O)NC3CCCCC3C)cc12 (configuration not stated)	-6%	4%	?
COc1ccc(C)cc1N(C(=O)c1snc(C(N)=O)c1N)C(C(=O)NC1CCCCC1)c1ccc(C)o1 (configuration not stated)	-22%	-16%	18µM*
COCCNC(=O)C(OC(=O)c1nsc(Cl)c1Cl)C(C)C (configuration not stated)	-4%	2%	-8%
COc1ccccc1C(=O)NC1CC2CCC(C1)N2Cc1ccccc1 (configuration not stated)	-1%	0%	-1%
O=C(Nc1ccc2c(c1)OCO2)c1nn(-c2ccccc2)c(=O)c2ccccc12	6%	-6%	?
Cc1ccc(C(=O)CSc2nc3ccccc3c(=O)[nH]2)cc1C	-7%	-13%	?
COC(=O)C1CCN(c2cc(=O)n(C3CCCCC3)c(=O)[nH]2)CC1	-5%	0%	-13%
COc1cc(N)c(Cc2nccc3cc(OC)c(OC)cc23)cc1OC	?	2%	?
Cc1ccc(C(=O)N2CC(=O)Nc3ccc(C)cc3C2c2ccccc2)cc1 (configuration not stated)	-15%	-23%	?
Cc1ccc(NC(=O)c2nc(S(=O)(=O)Cc3ccccc3C)ncc2Cl)cc1C	-1%	-7%	1.5µM*
Cc1cccc[n+]1CC(=O)c1ccccc1	3%	-4%	-1%
O=C(CSc1nc(=O)n(CCN2CCOCC2)c2c1CCCC2)Nc1ccc([N+](=O)[O-])cc1	13%	-5%	-22%
C=CCC[C@H](Cc1ccc(F)cc1)C(=O)OC[C@H](C)NC(=O)[C@H](CC=C)CC(=O)NCCO	1%	-4%	?
CCOC(=O)c1c(NC(=O)CSc2nnc(-c3ccccc3C)n2C)sc(C(C)=O)c1C	?	-21%	18µM*
O=C(O)COc1ccccc1/C=N/NC(=O)CN1CCN(S(=O)(=O)c2ccc(Br)cc2)CC1	4%	-1%	1%
COc1ccc(C(=O)N(Cc2ccccc2)Cc2cc3cc4c(cc3[nH]c2=O)OCCO4)cc1	2%	26%	11µM*
CCc1ccc(C(=O)c2cn(CC(=O)Nc3ccc(F)cc3)c3ccc(F)cc3c2=O)cc1	7%	-2%	?
COc1ccc2c(c1)CCC/C2=N/OC(=O)c1ccccc1OC	1%	-15%	-19%
O=C(c1cc(-c2ccc(Br)cc2)n[nH]1)N1CCN(S(=O)(=O)c2ccc(Br)s2)CC1	0%	-6%	21µM*
O=C(O)c1cnn(-c2nc(-c3cccc([N+](=O)[O-])c3)cs2)c1C(F)(F)F	5%	3%	1%
Cn1cccc1/C=N/NC(=O)CSc1nc2ccccc2[nH]1	5%	-10%	5%
O=C(NCCc1nc2ccccc2[nH]1)/C(=C/c1ccc2c(c1)OCO2)NC(=O)c1ccccc1Cl	5%	0%	?
Cc1ccc(S(=O)(=O)NCCN=C(CN2CCCC2)NS(=O)(=O)c2ccc(C)cc2)cc1	-17%	-16%	-21%
COc1ccccc1NCCC#N	-3%	-7%	-4%
Cc1ccc(CS(=O)(=O)Cc2ccc(C(=O)NCc3ccco3)o2)cc1	0%	?	-24%
CCOC(=O)CSCC(=O)Nc1cc(C)ccc1C	11%	-8%	-10%
COc1cc(C2C3CN(C)CC=C3C(C#N)=C(N)C2(C#N)C#N)ccc1OC(C)C (configuration not stated)	1%	-5%	-29%
CCCc1nc(SC)[nH]c(=O)c1C	15%	-1%	-14%
Cc1cc(O)c(CN2CCN(c3ccccc3)CC2)c2oc(=O)cc(C)c12	-10%	-29%	16%
Cc1cc(=O)[nH]c(SC(C)C(=O)Nc2cccc3ccccc23)n1 (configuration not stated)	-12%	-2%	8%
CCOc1cccc(-n2nnnc2-c2ccc(OC)cc2)c1	-1%	2%	2.9µM*
CCS(=O)(=O)N1CCCC(C(=O)NCCCN2CCCC2=O)C1 (configuration not stated)	-3%	-4%	-8%
Cc1ccc2oc(-c3cccc(NC(=O)Cc4ccc(Cl)cc4)c3)nc2c1	16%	-2%	-2%
Cc1ccsc1/C=N/NC(=O)Cc1ccc([N+](=O)[O-])cc1	4%	/	-24%
COc1ccc(CCNC(=O)c2ccc(Cn3c(=O)c4ccccc4n(Cc4ccc(F)cc4Cl)c3=O)cc2)cc1OC	4%	-1%	-13%
CC(C)c1ccc(NC(=O)C2CCCN(S(=O)(=O)c3cccc4nonc34)C2)cc1 (configuration not stated)	4%	-2%	-22%

These rows are one share of the data; count on the stated rates, not on these rows.
